From PubChem
Ba/F3 V617F tox: reduced viability of JAK2V617F-dependent Ba/F3 cells, primary screen, JAK2V617F inhibitor project, cell-based, Ba/F3 EpoR-JAK2V617F, luminescence; 220,000 tested, 1.1% active; ATP luminescence; inhibition, % at 5.6 µM;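 active = inhibition above the campaign mean plus 3 SD over all tested compounds, cut at about 24% in these data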;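 note: cytokine-independent growth of Ba/F3 cells driven by EpoR plus mutant JAK2; 0% = DMSO-treated cells and 100% = JAK inhibitor I control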
NPY Y1 blocker: NPY-Y1 receptor antagonists, primary screen, cell-based | Neuropeptide Y receptor type 1 (Homo sapiens), P25929 | HEK293-CNG Y1 cells, membrane potential fluorescence; NPY at EC95, then isoproterenol | inhibition, % at 3.6 µM | 200,000 tested, 1% active | AID 1040, 2008;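 active = inhibition above the campaign mean inhibition of all tested compounds plus 3 SD, cut at about 20% in these data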;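 note: 0% = DMSO wells given NPY plus isoproterenol and 100% = isoproterenol alone without NPY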
Target sequence (P25929 whole entry, looked up): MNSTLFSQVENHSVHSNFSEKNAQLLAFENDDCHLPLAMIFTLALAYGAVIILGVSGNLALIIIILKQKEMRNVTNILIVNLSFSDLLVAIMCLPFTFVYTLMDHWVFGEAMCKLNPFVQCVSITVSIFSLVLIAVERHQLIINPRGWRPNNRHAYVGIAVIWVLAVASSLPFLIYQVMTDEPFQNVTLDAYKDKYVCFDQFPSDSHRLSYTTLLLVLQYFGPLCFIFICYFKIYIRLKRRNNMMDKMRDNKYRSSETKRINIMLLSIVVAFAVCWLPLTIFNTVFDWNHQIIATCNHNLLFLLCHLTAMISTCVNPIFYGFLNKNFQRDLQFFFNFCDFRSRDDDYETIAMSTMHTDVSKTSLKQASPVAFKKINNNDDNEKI
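Assay system: HEK293 Y1/CNG channel cell line; Doses: single compound dose of 3.6 µM, 0.4% DMSO; Timing: dye 3 h, compound 60 min room temperature, stimulation 45 min; Technique: Membrane-potential fluorescent dye readout; Measure: % inhibition of NPY effect.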
NPY-Y1 PAM-ag: NPY-Y1 receptor potentiators or agonists, primary screen, cell-based. Neuropeptide Y receptor type 1 (Homo sapiens), P25929. 220,000 tested, 0.37% active. activation, % at 3.6 µM. NPY-Y1 expressing cells, potentiator/agonist activation. AID 1304, 2008; in the data active = activation above about 33%, passing the limit was not always enough;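 note: cells stimulated with NPY at EC10 then isoproterenol at EC100; 0% = low agonist plus stimulus and 100% = saturating agonist plus stimulus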
Runt-CBFb FRET: inhibitors of RUNX1 Runt–CBFb binding, primary screen, biochemical, FRET, Cerulean-Runt, Venus-CBFb, uHTS; inhibition, % at 20 µM; Runt-related transcription factor 1 (Homo sapiens) + Core-binding factor subunit beta …; AID 1496, 2009; 220,000 tested, 0.46% active; Cerulean-Runt/Venus-CBFb FRET ratio 530/480, 1 h;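 active = inhibition over about 50% at 20 µM in the single-dose screen, limit read from the data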;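 note: 0% = DMSO wells and 100% = excess unlabeled CBFb competitor control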
Target sequence (Q01196 whole entry, looked up): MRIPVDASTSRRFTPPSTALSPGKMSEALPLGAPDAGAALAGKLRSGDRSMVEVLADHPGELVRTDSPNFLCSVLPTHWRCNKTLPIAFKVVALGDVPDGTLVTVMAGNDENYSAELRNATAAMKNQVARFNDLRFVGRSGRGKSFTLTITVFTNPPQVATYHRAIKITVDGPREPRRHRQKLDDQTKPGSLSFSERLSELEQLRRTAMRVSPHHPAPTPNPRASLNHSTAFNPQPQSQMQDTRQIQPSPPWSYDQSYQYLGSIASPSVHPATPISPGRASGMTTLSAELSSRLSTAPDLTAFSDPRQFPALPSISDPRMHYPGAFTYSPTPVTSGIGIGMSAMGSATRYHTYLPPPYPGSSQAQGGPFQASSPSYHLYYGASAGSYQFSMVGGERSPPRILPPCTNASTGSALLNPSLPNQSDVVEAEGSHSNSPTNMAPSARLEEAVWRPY
Target sequence (Q13951 whole entry, looked up): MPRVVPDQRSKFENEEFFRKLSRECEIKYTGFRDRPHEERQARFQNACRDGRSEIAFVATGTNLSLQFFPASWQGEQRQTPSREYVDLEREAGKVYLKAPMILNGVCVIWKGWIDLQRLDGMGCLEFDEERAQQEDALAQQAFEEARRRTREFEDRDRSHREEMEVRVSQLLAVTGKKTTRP
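Reagent – Venus-CBFb binding partner, 100 nM · Assay system – Cerulean-tagged RUNX1 Runt domain (FRET donor) fusion protein · Input – 100 nM per protein · Incubation – two 1 h room-temperature incubations shielded from light · Measured by – FRET fluorescence · Medium – Tris buffer pH 7.5 with salts and BSA · Benchmarks – unlabeled CBFb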
NPY2 pot ag: NPY-Y2 potentiators or agonists, primary screen, cell-based; Neuropeptide Y receptor type 2 (Homo sapiens), P49146; cells expressing NPY-Y2, potentiator/agonist read-out; activation, % at 3.6 µM; 220,000 tested, 0.45% active; in the data active = activation above about 27%;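 note: cells stimulated with NPY near EC25 plus isoproterenol at EC100; 0% = vehicle plus submaximal agonist and 100% = vehicle plus saturating agonist; some results beyond the cut were filed as inactive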
S1P4 antag: S1P4 receptor antagonists, primary screen, cell-based; S1P4-expressing cells, antagonist mode, reporter read-out; inhibition, % at 4.98 µM; 220,000 tested, 0.26% active; AID 1510, 2009; in the data active = inhibition above about 29%;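 note: 0% = wells stimulated with agonist and 100% = vehicle wells without agonist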
BaF3 tox: parental Ba/F3 cell viability inhibition, counter-screen for JAK2V617F inhibitor project, murine pro-B, CellTiter-Glo luminescence; CellTiter-Glo ATP luminescence; inhibition, % at 5.6 µM; 220,000 tested, 1.1% active;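 active = inhibition above a per-campaign cutoff, the mean inhibition of all tested compounds plus 3 SD, cut at about 27% in these data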;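 note: 0% = DMSO wells and 100% = JAK Inhibitor I control wells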
S1P4 ag: S1P4 receptor agonists, primary screen, cell-based | S1P4-expressing cell line, agonist reporter assay | 220,000 tested, 0.35% active | AID 1509, 2009 | activation, % at 4.98 µM; in the data active = activation above about 11%;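 note: 0% = DMSO vehicle and 100% = reference agonist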
RBBP9 inhibitor: human RBBP9 inhibitors, primary screen, biochemical, fluorescence polarization, FP-Rh probe, HTS; Serine hydrolase RBBP9 (Homo sapiens), O75884; AID 1515, 2009; recombinant RBBP9; 220,000 tested, 0.2% active; inhibition, % at 7.94 µM;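 active = inhibition above the campaign mean of all tested compounds plus 3 SD, cut at about 14% in these data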;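 note: plate controls were DMSO wells with RBBP9 for no effect and wells lacking RBBP9 protein for full effect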
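Material: RBBP9 protein. Amount: RBBP9 at 2.5 µM in dispensed solution, before mixing. Schedule: 30 min then 45 min, 25 °C. Medium: Tris buffer pH 8.0, NaCl, Pluronic. Measured by: fluorescence polarization. Measure: percent inhibition from mP, scaled between DMSO and no-protein wells. Replication: one well per compound.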
* hit, by the source's call; / = no result given.

SMILES	Ba/F3 V617F tox	NPY Y1 blocker	NPY-Y1 PAM-ag	Runt-CBFb FRET	NPY2 pot ag	S1P4 antag	BaF3 tox	S1P4 ag	RBBP9 inhibitor
O=C1NCC(COCc2ccco2)O1 (configuration not stated)	-1	0	13	0	14	-24	-2	0.1	-7
Cc1ccc(NC(=S)NCCN2CCOCC2)cc1F	-1	-1	13	0	-17	12	5	0.5	-8
N#Cc1ccc(-c2ccc(F)cc2)nc1Oc1ccccc1	1	8	-25	-1	3	-20	2	2.5	-8
CC(C)C(NC(=O)C1CCCCC1)C(=O)NCCc1ccccc1 (configuration not stated)	-4	-5	8	-2	9	-1	2	0.7	-3
C1=C(CCNc2ncnc3c2[nH]c2ccccc23)CCCC1	73*	11	-69	3	4	-14	63*	3.5	-6
C/C(=N\O)C(C)(C)Nc1ccc(Cl)cc1	-4	/	14	0	9	0	1	2.5	-7
CCc1cc2c(N3CCN(c4ccccc4)CC3)ncnc2s1	-1	3	-30	0	-1	-10	2	-0.8	-8
Cc1csc(NC(=O)c2ccc(-c3ccc(Cl)cc3Cl)o2)n1	-5	1	-18	1	1	-21	5	-2.8	1
COc1ccc(C2Nc3ccccc3C(=O)N2C2CCCCC2)cc1 (configuration not stated)	0	3	12	-2	-5	8	7	2.2	-3
COc1ccc(CNC(=O)CCc2c(C)nc3cc(-c4ccccc4OC)nn3c2C)cc1	1	/	8	-6	-5	8	0	-1.1	2
O=C(Cn1c(=O)c(=O)n(Cc2ccccc2)c2ccc(Cl)cc21)Nc1cccc(F)c1	-2	4	-27	-2	-13	-14	-1	-1.4	-1
O=C(O)c1ccc(Cl)c(S(=O)(=O)NCC2CCCO2)c1 (configuration not stated)	2	3	-4	2	-8	-1	3	0.4	-2
Cn1c(=O)[nH]c(=O)c2c1nc(SCCN1CCCCC1)n2CCCc1ccccc1	0	1	0	52*	3	-6	7	-0.1	8
Cn1ncc(Br)c1C(=O)NCc1cccs1	-2	-3	1	3	-18	-19	-1	0.7	0
Cn1cccc1CNCc1ccccc1Cl	-1	-1	-6	-2	9	-4	4	2.0	-6
Cc1c(Cl)cccc1NC(=O)Cc1ccc([N+](=O)[O-])cc1	2	5	9	2	2	-10	8	1.0	-6
c1ccc(-n2nnnc2Sc2ncnc3sc4c(c23)CCCC4)cc1	0	1	-16	0	-6	-13	11	-0.1	-3
NC(=O)CN1N=C(c2cc(Cl)sc2Cl)CSC1=O	-3	1	15	-2	5	-8	0	1.1	4
N#CC(c1ccc(Cl)cc1)c1nc2ccccc2nc1C(F)(F)F (configuration not stated)	-2	5	-19	0	5	6	-1	-0.3	5
COc1ccc(/C=N/NC(=S)NC2CCS(=O)(=O)C2)cc1 (configuration not stated)	-3	3	10	1	-6	3	3	-0.7	3
O=C(C1CCCO1)N1CCN(C(=S)Nc2ccc(F)cc2)CC1 (configuration not stated)	-2	-5	-4	0	-1	-11	4	0.7	0
Cc1ccc(C(=O)NCCSC(C)(C)C)cc1[N+](=O)[O-]	-4	4	-18	-3	-10	-14	0	0.2	-6
Cc1cc(OCC(=O)N2CCCC2)ccc1Cl	1	-5	18	0	7	-12	10	-0.3	-2
C#CCNC(=O)c1cc2sccc2n1C	0	-3	-7	0	9	-11	5	-0.2	-4
O=C(COc1ncnc2sccc12)NC1CCCc2ccccc21 (configuration not stated)	-4	3	3	10	2	-10	5	2.8	-5
Cc1cccc(NC(=O)c2ccccc2NC(=O)CCC(=O)O)c1	3	0	11	0	8	-7	7	1.2	-6
O=C(c1ccco1)n1nc(-c2ccccc2)nc1SCc1ccccc1	-2	-4	-9	-1	-5	3	2	-4.3	-3
COc1ccc(CC(=O)Nc2ccc(N3CCOCC3)cc2)cc1S(=O)(=O)N1CCOCC1	-4	/	24	2	-4	8	-12	-0.3	3
CCCn1c(C)cc(C)c(C#N)c1=O	4	1	7	4	-13	-7	8	0.1	-3
Cc1ccc(OCc2ccc(C(=O)NN)o2)cc1C	1	/	5	0	4	-14	2	2.2	0
O=C(C(c1ccccc1)c1ccccc1)N1CCN(Cc2ccc(Br)cc2)CC1	0	8	-24	-2	1	-10	4	0.3	-4
CC(C)C(C)NC(=O)CN1C(=O)NC2(CCCc3ccccc32)C1=O (configuration not stated)	1	1	4	0	3	-4	0	1.1	2
CCCOc1ccc(-c2nc(C#N)c(N3CCC(C(N)=O)CC3)o2)cc1	-2	-2	23	-2	-6	-14	8	-0.3	-9
COc1ccc(NC(=O)N2CCC(CO)(CC3CCCCO3)CC2)c(OC)c1 (configuration not stated)	1	/	0	2	-10	1	2	1.1	-10
O=C(NCc1cccnc1)c1ccc(NC(=O)c2ccco2)cc1	-4	-4	14	-1	11	-9	2	-2.2	-5
O=C(CCc1nnc(-c2ccc3c(c2)OCO3)o1)N(Cc1ccncc1)CC1CCCO1 (configuration not stated)	2	2	-6	1	-3	-14	10	0.9	1
CN(C)CCC(=O)c1ccc(F)cc1	-1	/	4	10	-9	-13	-1	2.8	-7
Cc1ccc(N(CC(=O)NC2CCCC2)C(=O)c2ccc(C)s2)cc1	2	4	-10	0	0	15	1	0.9	-15
COc1cccc2c3c(c(=O)[nH]c12)CCC(C)(C)O3	-4	3	14	-2	9	-20	1	2.2	-3
CCNC(=O)c1cc2c(=O)n3cccc(C)c3nc2n(Cc2ccc(C)cc2)c1=N	-2	0	2	11	8	-67	0	3.2	3
Cc1nc2ccccc2nc(C)c1=NOCc1ccc(C#N)cc1	-1	1	26	-2	-3	-12	4	5.9	-4
CCOc1ccccc1N1CC(C(=O)Nc2ccc3c(c2)OCCO3)CC1=O (configuration not stated)	4	6	-13	0	-4	-25	3	-1.7	-9
COC(=O)c1sccc1NC(=O)c1cccnc1	-4	3	0	-1	12	6	-2	-2.1	0
COCC(C)Nc1ccc(S(=O)(=O)N2CCCC2)cc1[N+](=O)[O-] (configuration not stated)	-1	-2	-9	/	-5	1	4	0.2	-6
COc1ccc(C(=O)NCc2nnc(SCC(=O)Nc3ccc4c(c3)OCO4)o2)cc1	-1	1	22	2	18	5	-1	1.4	-7

Arranged by the number under NPY2 pot ag (low to high): 3 of the compounds above.
SMILES | NPY2 pot ag
CCCOc1ccc(-c2nc(C#N)c(N3CCC(C(N)=O)CC3)o2)cc1 | -6
CCOc1ccccc1N1CC(C(=O)Nc2ccc3c(c2)OCCO3)CC1=O (configuration not stated) | -4
COc1ccc(C(=O)NCc2nnc(SCC(=O)Nc3ccc4c(c3)OCO4)o2)cc1 | 18

Additional results:
SMILES	Ba/F3 V617F tox	NPY Y1 blocker	NPY-Y1 PAM-ag	Runt-CBFb FRET	NPY2 pot ag	S1P4 antag	BaF3 tox	S1P4 ag	RBBP9 inhibitor
O=C(CC1CCCCC1)NCCOc1ccccc1	-1	5	-12	-1	-13	-10	3	-0.9	-6
O=c1c2cc(Br)ccc2nc(-c2ccc([N+](=O)[O-])cc2)n1O	-1	5	10	2	3	3	7	0.7	-12
O=C1CC(c2ccco2)CC(O)=C1C=NCCN1CCN(C2CC(=O)N(c3ccccc3)C2=O)CC1 (configuration not stated)	-1	2	-42	-2	-10	-3	3	0.5	1
Cc1ccccc1N(CC(=O)Nc1ccc(S(=O)(=O)N2CCOCC2)cc1)S(C)(=O)=O	4	-3	10	-1	5	0	6	-3.0	4
C=CCOc1cccc(CNCCCN2CCOCC2)c1	-2	6	6	1	-12	0	2	0.8	3
Cc1ccc(-c2csc(NC(=S)NC(=O)c3cc4ccccc4o3)n2)cc1	-1	-3	-2	-1	2	4	4	-0.2	1
O=C(Nc1nc2ccc(F)cc2s1)C1=NN(c2ccccc2)C(=O)CC1	0	-3	-11	1	-2	-26	-2	2.7	-4
CCCc1cc(C(=O)N2CCN(C(c3ccccc3)c3ccccc3)CC2)no1	5	5	1	-1	0	-10	9	-0.8	-4
COc1cccc(-c2nc(CS(=O)(=O)c3ccccc3)no2)c1	2	7	-2	1	4	-5	4	2.1	-7
O=C(CSc1nnc(-c2cccc(Cl)c2)o1)Nc1ccc2c(c1)OCCO2	2	5	-13	-8	-32	-9	2	1.6	-3
COc1ccc(CNc2nc(-c3cccnc3)nn2S(C)(=O)=O)cc1	4	4	-2	0	-12	-4	10	1.8	6
Cc1ccc(CC(=O)NCC(C)C)cc1	-2	-1	17	3	12	-2	5	-4.5	3
CC(C)Cn1c(=O)oc2ccccc21	-3	1	-10	-2	5	-12	1	0.9	8
CC(C)c1[nH]nc2c1C(c1ccc(OC(=O)c3ccco3)cc1)C(C#N)=C(N)O2 (configuration not stated)	-2	-4	-17	-2	5	14	-1	0.9	-3
COc1cc(/C=C(\NC(C)=O)C(=O)O)cc(OC)c1OC	-3	/	1	-2	-18	1	0	-0.5	0
COC(=O)Nc1ccc(C)cc1NC(=O)OC	2	2	-17	-1	-2	-2	4	0.1	-6
Cc1ccc(S(=O)(=O)/N=C/N(C)C)cc1	-5	1	10	3	-3	11	-3	1.7	4
C=CCc1c(C)c(C#N)c2nc3ccccc3n2c1N1CCCCC1	0	/	-19	16	-17	-16	-2	0.5	-2
Cc1ccc(C(=O)OCC(=O)c2ccc[nH]2)s1	-3	-1	-3	-1	8	6	1	1.6	-6
CCCCc1cc2c(c(NC(=O)CC)n1)c(=O)oc1ccccc12	-2	3	2	0	-1	-1	2	1.2	0
c1ccc(Oc2ccc(-c3ccnc4ncnn34)cc2)cc1	-5	7	-6	-2	-17	-4	0	0.9	-1
O=Cc1cn(Cc2ccccc2)nc1-c1cccnc1	-1	3	16	-1	13	-6	7	0.5	-4
COc1ccccc1C(=O)Nc1nnc(C)s1	-2	-4	-18	1	4	-14	5	1.2	7
COc1ccc(Nc2ccccc2N)cc1	-1	9	28	-1	14	11	4	2.1	-5
Cc1ccc(S(=O)(=O)N(C)C)cc1NC(=O)c1cc(=O)[nH]c2ccccc12	5	5	6	4	-5	-15	6	0.6	-11
